FLuc act counter: FLuc activators, initial screening, artefact control for FLuc-dependent activation tests, biochemical, ATPlite luminescence. Luciferin 4-monooxygenase (Photinus pyralis), P08659. ATPlite luciferase biochemical, 10 min; 0 = ATP-free wells, 1 = DMSO control. activation factor at 10 µM. 200,000 tested, under 10 active;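 active = luciferase activation factor, scaled between plate controls, of at least 2 with compound at 10 µM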
Target sequence (P08659 whole entry, looked up): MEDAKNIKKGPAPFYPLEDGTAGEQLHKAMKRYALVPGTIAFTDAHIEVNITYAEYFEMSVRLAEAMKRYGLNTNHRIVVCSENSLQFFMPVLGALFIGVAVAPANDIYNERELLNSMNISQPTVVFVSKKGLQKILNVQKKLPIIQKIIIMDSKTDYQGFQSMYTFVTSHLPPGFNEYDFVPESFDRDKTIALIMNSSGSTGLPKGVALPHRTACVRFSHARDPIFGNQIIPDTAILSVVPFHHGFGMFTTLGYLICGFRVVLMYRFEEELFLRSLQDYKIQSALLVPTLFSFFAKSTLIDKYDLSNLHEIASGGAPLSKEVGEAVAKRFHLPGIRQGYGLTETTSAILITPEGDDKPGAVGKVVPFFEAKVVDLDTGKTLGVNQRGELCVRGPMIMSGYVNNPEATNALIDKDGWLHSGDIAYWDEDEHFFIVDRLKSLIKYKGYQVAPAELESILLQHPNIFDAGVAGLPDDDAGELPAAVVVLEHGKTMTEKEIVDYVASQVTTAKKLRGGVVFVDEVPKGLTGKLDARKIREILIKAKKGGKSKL
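Assay system: Luciferase/luciferin detection reagent, cell-free biochemical luciferase assay / Also added: ATP substrate / Schedule: 10 min at ambient temperature / Measured by: luminescence measurement of luciferase light output / Benchmarks: low control with PBS replacing ATP, high control enzyme plus ATP without compound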
STAT1 inh: STAT1 signaling inhibitors, primary screen, cell-based, HTS, luciferase reporter; 200,000 tested, 0.35% active; inhibition, % at 5.5 µM; NIH 3T3 STAT1-luciferase reporter, IFN-gamma, luminescence;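 active = inhibition above a set limit, the mean inhibition across all tested compounds plus 3 SD, cut at about 34% in these data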;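 also: 0% = IFN-gamma with DMSO and 100% = IFN-gamma with 300 µM nifuroxazide; values of inactives mirror those of a sister screen read the other way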
ROMK mod: ROMK potassium channel modulators, primary screen, cell-based, thallium flux, MLSMR library; ATP-sensitive inward rectifier potassium channel 1 (Homo sapiens), P48048; Tet-inducible ROMK, thallium flux fluorescence; actives lie on both sides; B-score at 10 µM; 130,000 tested, 2% active; AID 1918, 2009;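 active = signal ratio slope over the read window, or its plate-corrected B-score, at least 3 SD from the plate mean, either direction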;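 also: B-score of the F/F0 ratio slope over 7 to 12 s after thallium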
Target sequence (P48048 whole entry, looked up): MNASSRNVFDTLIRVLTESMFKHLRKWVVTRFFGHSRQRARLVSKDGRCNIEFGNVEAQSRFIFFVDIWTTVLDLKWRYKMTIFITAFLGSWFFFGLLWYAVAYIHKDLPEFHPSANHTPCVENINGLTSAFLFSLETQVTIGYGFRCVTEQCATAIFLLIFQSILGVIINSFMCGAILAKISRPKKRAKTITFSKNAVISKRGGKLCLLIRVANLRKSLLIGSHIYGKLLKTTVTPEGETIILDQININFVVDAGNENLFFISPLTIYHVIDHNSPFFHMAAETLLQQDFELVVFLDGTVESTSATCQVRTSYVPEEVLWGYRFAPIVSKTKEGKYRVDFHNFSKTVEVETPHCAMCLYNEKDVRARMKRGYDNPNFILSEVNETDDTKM
FLuc inhib CS: firefly luciferase enzyme inhibitors, primary screen, artefact control for luciferase-based inhibitor screens, biochemical, luminescence, ATPLite; 200,000 tested, 1.5% active; inhibition, % at 10 µM; Luciferin 4-monooxygenase (Photinus pyralis), P08659; 10 min;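 active = inhibition above about 50% when tested at 10 µM, limit read from the data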
NF-kB neuron act: activators of NF-kB expression in neurons, primary screen, cell-based, HTS; human neuronal cells, NF-kB reporter expression; active compounds read high; fold change at 12.5 µM; 190,000 tested, 1.6% active; in the data active = fold change above about 3.3
STAT3 blocker: IL-6 driven STAT3 reporter inhibitors, primary screen, U3A cells, luciferase, luminescence, MLSCN library | IL-6 STAT3-luciferase reporter; host cell line lacks STAT1 | inhibition, % at 5.5 µM | 190,000 tested, 0.89% active;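 active = inhibition above the mean inhibition across all screened compounds plus 3 SD, cut at about 44% in these data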;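 also: 0% = DMSO only wells and 100% = 100 µM nifuroxazide control wells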
APP transl inh: inhibitors of APP translation via 5'UTR reporter, primary screen, APP 5'UTR luciferase, SH-SY5Y cells; SH-SY5Y APP 5'UTR-luciferase reporter, luminescence; inhibition, % at 2 µM; 190,000 tested, 0.82% active; AID 1285, 2008;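 active = inhibition above a set limit, derived from the sample mean plus 3 SD, cut at about 45% in these data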; also: values of inactives mirror those of a sister screen read the other way
STAT1 act: STAT1 signaling activators, primary screen, cell-based, HTS, luciferase reporter. NIH 3T3 STAT1-luciferase reporter, IFN-gamma, luminescence; 100% = IFN-gamma alone, no compound. activation (% of control), % at 5.5 µM. 200,000 tested, 2.6% active. AID 932, 2007;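 active = activation above the screen-wide mean activation plus 3 SD, cut at about 130% in these data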;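 also: raw ratio to IFN-gamma control signal so 100% means no change and 0% no light; values of inactives mirror those of a sister screen read the other way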
STAT3 activator: IL-6 driven STAT3 reporter potentiators, primary screen, U3A cells, luciferase, luminescence, MLSCN library | IL-6 STAT3-luciferase reporter; 100% = signal with IL-6 EC80 alone | activation (% of control), % at 5.6 µM | 190,000 tested, 0.91% active | AID 871, 2007;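 active = activation above the screen-wide mean of compound activation plus 3 SD, cut at about 130% in these data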;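 also: 0% = background luminescence of wells with medium and substrate only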
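Test system: Human STAT1-deficient U3A cells with stable STAT3-luciferase reporter | Also added: Interleukin-6, 33 ng/mL | Timing: Compound pre-incubation 1 h before IL-6, then 6 h stimulation at 37 °C | Technique: Luciferase reporter luminescence | Read-out: Percent of IL-6-only median luminescence | Benchmarks: IL-6-only wells as 100% reference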
APP 5'UTR act: activators of APP 5'UTR luciferase reporter, primary screen, SH-SY5Y cells | activation, % at 2 µM | 190,000 tested, 1% active | AID 1276, 2008 | SH-SY5Y APP 5'UTR luciferase reporter, luminescence; zero percent = DMSO vehicle wells;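 active = activation above a set limit, based on mean plus 3 SD of controls, cut at about 140% in these data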; also: values of inactives mirror those of a sister screen read the other way
Starred values were filed as active, the others as inactive; . = no result given.

Start of the listing, in advance:
SMILES | FLuc act counter | STAT1 inh | ROMK mod | FLuc inhib CS | NF-kB neuron act | STAT3 blocker | APP transl inh | STAT1 act | STAT3 activator | APP 5'UTR act
O=C(Oc1ccc2c(c1)OCO2)C12CC3CC(CC(C3)C1)C2 | 1 | 14.0 | . | 3.7 | 0.87 | -13.5 | 1.6 | 87.3 | 111.2 | -1.6
COc1cccc(NC(=O)c2ccc(Cn3cc([N+](=O)[O-])cn3)o2)c1 | 1 | -0.6 | 1.34 | -4.5 | 1.13 | 6.9 | -11.9 | 100.5 | 94.3 | 11.9
CCCc1cc(=O)oc2c(CN3CCOCC3)c(O)ccc12 | 1 | -6.8 | . | -0.9 | 1.06 | -7.9 | 6.0 | 106.0 | 108.7 | -6.0

The list itself, previewed entries included:
SMILES | FLuc act counter | STAT1 inh | ROMK mod | FLuc inhib CS | NF-kB neuron act | STAT3 blocker | APP transl inh | STAT1 act | STAT3 activator | APP 5'UTR act
O=C(Oc1ccc2c(c1)OCO2)C12CC3CC(CC(C3)C1)C2 | 1 | 14.0 | . | 3.7 | 0.87 | -13.5 | 1.6 | 87.3 | 111.2 | -1.6
COc1cccc(NC(=O)c2ccc(Cn3cc([N+](=O)[O-])cn3)o2)c1 | 1 | -0.6 | 1.34 | -4.5 | 1.13 | 6.9 | -11.9 | 100.5 | 94.3 | 11.9
CCCc1cc(=O)oc2c(CN3CCOCC3)c(O)ccc12 | 1 | -6.8 | . | -0.9 | 1.06 | -7.9 | 6.0 | 106.0 | 108.7 | -6.0
CCc1ccc(CN(C)C(=O)CCc2nnc(CCc3ccccc3OC)o2)nc1 | 1.1 | 8.6 | -0.0351 | -7.8 | 0.98 | 3.4 | -33.8 | 90.6 | 101.0 | 33.8
CCN(CC)CCCN(C(=O)c1cccs1)c1nc(-c2ccc(OC)cc2)cs1 | 1 | -5.6 | . | -3.4 | 0.89 | 0.4 | -4.6 | 105.1 | 102.2 | 4.6
Cc1cc(C=O)c(C)n1-c1ccc(N2CCOCC2)c([N+](=O)[O-])c1 | 1 | -14.3 | -0.536 | 0.1 | 0.92 | -11.3 | -14.3 | 113.5 | 108.8 | 14.3
COc1cccc(NC(=O)CCN2CCN(c3ccccc3F)CC2)c1 | 1 | 3.6 | -0.342 | -2.9 | 1.06 | 1.9 | 26.7 | 97.2 | 98.5 | -26.7
O=C(Nc1nnc(Cc2ccc([N+](=O)[O-])cc2)s1)Nc1ccccc1F | 1 | -2.5 | -0.0703 | 0.1 | 1.04 | 21.4 | 7.2 | 100.9 | 83.2 | -7.2
CCOc1ccccc1Oc1c(C)oc2cc(OC(=O)N3CCOCC3)ccc2c1=O | 1 | -1.6 | . | -4.4 | 0.83 | 17.9 | -4.1 | 101.5 | 92.1 | 4.1
Cc1cc(C)nc(NC(=O)CCC2CCCC2)c1 | 0.9 | -0.3 | 0.985 | 10.1 | 1.36 | 14.7 | -1.7 | 100.3 | 91.2 | 1.7
O=C(CSc1nnc(-c2cccnc2)n1Cc1ccccc1)NCc1ccccc1 | 1.1 | 1.4 | -0.00634 | -8.5 | 1.21 | -2.7 | 16.0 | 98.7 | 104.9 | -16.0
Cc1cccc(-n2cc(C#N)c(=O)[nH]c2=O)n1 | 1 | -3.1 | 0.201 | -2.7 | 1.19 | -10.4 | -9.4 | 103.0 | 107.1 | 9.4
FC(F)(F)c1cccc(N2CCc3cn[nH]c32)c1 | 0.9 | -13.7 | -0.123 | 5.2 | 1.46 | 13.6 | -27.8 | 111.5 | 91.3 | 27.8
CCc1cc2c(=O)c(-c3nc(C)cs3)c(CCCC(=O)O)oc2cc1O | 1 | 9.7 | . | 3.2 | 1.14 | -23.4 | -5.9 | 89.9 | 124.8 | 5.9
Cc1ccc(CN2CCN(Cc3cccn3-c3ccccn3)CC2CCO)o1 (configuration not stated) | 1.1 | -7.0 | 0.253 | -6.4 | 0.87 | 15.4 | -20.9 | 104.6 | 90.8 | 20.9
CCOc1ccc(C(=O)/C=C/Nc2ccc(S(=O)(=O)Nc3onc(C)c3C)cc2)cc1 | 0.8 | -4.8 | 2.75* | 15.5 | 1.63 | -11.8 | -4.3 | 106.9 | 107.3 | 4.3
COC(=O)N/N=C/c1cc(Cl)cc(Cl)c1OCc1ccc(F)cc1 | 1 | 8.9 | . | -2.7 | 1.06 | -0.6 | 21.1 | 92.0 | 102.8 | -21.1
COc1ccc(N2CC(O)(c3ccc(OC(F)F)cc3)[N+]3=C2CCCC3)cc1 (configuration not stated) | 1 | 12.5 | -0.3 | -3.7 | 3.28 | 11.6 | 9.4 | 88.0 | 100.0 | -9.4
COCc1n[nH]c(=S)n1-c1cccc2ccccc12 | 1.1 | -2.7 | 0.335 | -6.6 | 1.03 | 0.8 | 0.2 | 102.5 | 101.8 | -0.2
C=CCn1c(=O)/c(=C/c2ccc(Cl)cc2)s/c1=C(/C#N)c1nnc2n1CCCCC2 | 1.1 | -0.1 | . | -11.8 | 0.84 | 24.9 | -6.6 | 100.1 | 86.6 | 6.6
O=C(COC(=O)/C=C/c1ccccc1)Nc1cccc(Oc2ccccc2)c1 | 1.1 | -11.6 | 0.0545 | -7.4 | 1.07 | -0.8 | 16.8 | 111.0 | 99.3 | -16.8
COCCN(CC(=O)NCc1ccc(F)cc1)C(=O)CCC(=O)Nc1ccccn1 | 1 | 5.5 | 0.0171 | -0.1 | 1.68 | -1.8 | -2.0 | 95.0 | 103.8 | 2.0
OC1CN=C2CCCc3c2n(c2ccc(Cl)cc32)C1 (configuration not stated) | 1 | 12.1 | -0.169 | -4.3 | 1.27 | 6.1 | -6.9 | 85.7 | 98.0 | 6.9
Cc1nc(NC(=O)c2ccccc2)sc1Cc1ccc2c(c1)OCO2 | 1 | -7.0 | 0.0578 | 3.8 | 1.32 | 8.9 | -14.2 | 106.0 | 93.6 | 14.2
COc1ccc(CCNC(=O)c2c(-c3ccccc3Cl)noc2C)cc1 | 1.1 | -1.4 | -0.527 | -8.8 | 1.32 | -1.7 | -7.6 | 101.3 | 98.9 | 7.6
(next part)
SMILES | FLuc act counter | STAT1 inh | ROMK mod | FLuc inhib CS | NF-kB neuron act | STAT3 blocker | APP transl inh | STAT1 act | STAT3 activator | APP 5'UTR act
Cc1ccc(-n2ncc3c(=O)[nH]c(SCC(=O)N4CCOCC4)nc32)cc1 | 1 | -1.7 | . | -3.9 | 0.97 | 0.0 | -4.0 | 101.6 | 104.5 | 4.0
CNC(=S)N/N=C(\C)c1ccc(Cl)s1 | 1 | -3.2 | . | 2.3 | 1.27 | 11.1 | -7.7 | 103.0 | 87.6 | 7.7
CCOC(=O)CSc1nnc(-c2cccnc2)o1 | 1.1 | 2.4 | . | -5.9 | 1.11 | 4.5 | 0.4 | 94.7 | 98.0 | -0.4
COc1ccc(N(CC(=O)Nc2ccc3c(c2)OCCO3)S(=O)(=O)c2cccnc2)cc1 | 1 | -0.9 | . | -1.2 | 0.56 | 11.6 | 0.5 | 98.1 | 89.9 | -0.5
COc1cccc(-c2nc(C=O)cs2)c1 | 1 | -7.0 | 4.39* | -1.8 | 1.39 | -3.9 | 6.0 | 106.5 | 107.7 | -6.0
Cc1c(Cc2ccc3c(c2)OCO3)sc(NC(=O)c2ccc3ccccc3c2)c1C(N)=O | 1 | -1.3 | 0.0709 | -3.6 | 1.13 | -2.1 | -14.0 | 101.2 | 101.7 | 14.0
Clc1ccc(-c2nc3ccncc3[nH]2)cc1 | 0.3 | -44.9 | . | 73.1* | 1.32 | -1.1 | -16.4 | 141.0* | 99.7 | 16.4
CCCOc1ccc(N2C(=O)CC(N(CCOC34CC5CC(CC(C5)C3)C4)C(C)=O)C2=O)cc1 (configuration not stated) | 1 | 6.5 | -2.14 | 0.4 | 0.73 | -2.8 | -6.4 | 92.2 | 107.8 | 6.4
CCn1c(SCC(=O)Nc2nccs2)nnc1-c1ccccc1 | 1 | 4.4 | . | -4.1 | 1.04 | 10.6 | -7.5 | 95.9 | 92.9 | 7.5
Cc1cccc(C)c1-n1c(C)cc(/C=N/NC(=O)c2ccncc2)c1C | 0.9 | 5.7 | . | 5.0 | 1.11 | 22.3 | -4.8 | 96.5 | 87.3 | 4.8
c1ccc(-c2noc(C3CCCCC3)n2)nc1 | 0.6 | -33.7 | 0.145 | 35.2 | 2.67 | 11.7 | -101.3 | 130.8* | 93.8 | 101.3
Cc1ccc(C(=O)Nc2cc([N+](=O)[O-])ccc2C)cc1 | 1 | -2.0 | 0.343 | 0.7 | 1.29 | -7.6 | 0.7 | 100.3 | 108.5 | -0.7
Oc1c(C(c2ccco2)N2CCN(C(c3ccccc3)c3ccccc3)CC2)sc2ncnn12 (configuration not stated) | 1 | 4.8 | . | -3.7 | 1.72 | -1.4 | 0.4 | 95.6 | 109.0 | -0.4
COc1ccc(-c2c(C)n([O-])c3c([n+]2=O)CCCCC3)cc1 | 1 | 6.6 | 0.25 | -1.7 | 1.18 | -0.2 | -7.0 | 94.1 | 103.4 | 7.0
O=C(Nc1ccc(-c2nc3cccnc3s2)cc1)C1CCCO1 (configuration not stated) | 0.1 | 23.4 | -0.00423 | 91.4* | 2.7 | 84.3* | -76.2 | 78.7 | 27.4 | 76.2
CCOC(=O)c1ccc(NC(=O)CSc2nnc(COc3ccccc3OC)n2C)cc1 | 1 | 4.8 | . | 2.4 | 1 | 12.7 | 0.5 | 95.6 | 93.8 | -0.5
COc1cc(/C=C/C(=O)O)cc(S(=O)(=O)Nc2ccccc2Cl)c1OC | 1 | 4.4 | -0.265 | -3.1 | 1.16 | 2.2 | 13.9 | 96.0 | 96.4 | -13.9
Cc1cc(C)c(C#N)c(SCc2c(F)cccc2[N+](=O)[O-])n1 | 1 | 5.8 | -1.01 | -1.0 | 1.26 | 8.2 | -3.4 | 94.9 | 93.3 | 3.4
O=C(NC1CCCCC1)C(=S)NCCc1ccccc1 | 1.1 | -18.6 | 0.0151 | -9.9 | 1.37 | 6.8 | -24.1 | 115.2 | 97.3 | 24.1
CC1CCN(c2nc(-c3ccco3)c3c(c2C#N)CC(C)(C)OC3)CC1 | 1 | 8.7 | . | -2.6 | 1.45 | -0.7 | 12.2 | 92.7 | 100.7 | -12.2
CCCOc1ccc(N2C(=O)CC(N(CCc3ccc(OC)cc3)C(=O)/C=C/C(=O)O)C2=O)cc1 (configuration not stated) | 1 | -1.0 | 1.2 | 1.5 | 1.01 | -1.9 | 1.5 | 99.4 | 105.6 | -1.5
COc1c(Cl)cc(Cl)cc1CNc1ccc(S(N)(=O)=O)cc1 | 1 | 4.9 | 1.97 | 0.9 | 0.97 | 15.4 | 5.0 | 93.7 | 91.0 | -5.0
Cc1ccccc1OCC(=O)Nc1cc(S(=O)(=O)N2CCCCC2)ccc1N1CCN(C)CC1 | 1.1 | 8.8 | 0.135 | -6.0 | 0.56 | 1.8 | 3.2 | 92.0 | 107.0 | -3.2

Compound activity from PubChem BioAssay.
